# DRD3 agonist – qHTS of D3 Dopamine Receptor Agonist: qHTS; max activation, %; 410,000 compounds, 0.58% hits; D3R DiscoveRx beta-arrestin cells, luminescence, 90 min; in the data active = max activation above about 30%; also: 0% is about no effect; mostly tested at two doses, the higher about 12 µM
# Target sequence (P35462 whole entry, looked up): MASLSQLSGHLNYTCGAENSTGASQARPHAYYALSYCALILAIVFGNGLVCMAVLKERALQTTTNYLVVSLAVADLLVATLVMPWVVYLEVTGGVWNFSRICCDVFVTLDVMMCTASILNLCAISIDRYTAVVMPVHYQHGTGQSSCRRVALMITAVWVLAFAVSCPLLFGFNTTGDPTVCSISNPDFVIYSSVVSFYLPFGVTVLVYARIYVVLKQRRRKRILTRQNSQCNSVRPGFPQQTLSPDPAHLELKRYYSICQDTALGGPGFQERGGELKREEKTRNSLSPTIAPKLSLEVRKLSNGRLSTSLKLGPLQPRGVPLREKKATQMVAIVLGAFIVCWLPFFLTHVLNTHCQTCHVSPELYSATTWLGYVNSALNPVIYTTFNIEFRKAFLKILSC
#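 Agonist-mode cell screen: cells plated at 1500/well and incubated overnight at 37 °C, then exposed to library compounds for 90 min at 37 °C. Detection reagent was added for 30–60 min at room temperature, and luminescence was read.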
# KB-V1 MDR tox – qHTS assay for MDR1-selective chemotherapeutics: Primary screen using the drug-selected MDR subline cells KB-V1; KB-V1 MDR cells viability, CellTiter-Glo, 72 h; Potency, µM (titrated, usually from 46.1 µM), for the others: top-dose activity change, negative = cytotoxicity, hits mostly cytotoxic; 400,000 compounds, 3.4% hits; also: potency is read from the fitted curve at half-maximal effect; % is scaled to controls: 0 for no effect and ±100 for the full control effect; nearly all actives have a fitted effect of over 60% in size
#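 Cytotoxicity via CellTiter-Glo luminescence after 72 h compound exposure at 37 degrees C. Cells: drug-selected KB-V1 line, DMEM phenol-red free plus 10% FBS. Compounds tested at multiple concentrations; normalized data fitted to concentration-effect curves.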
# GLP1R ag – qHTS of GLP-1 Receptor Agonists. 380,000 compounds, 0.007% hits. Potency, µM (titrated, usually from 45.6 µM), without a hit: at the highest dose activation, actives largely listed as activators. HEK293 GLP-1R CRE-luciferase, luminescence, 4-6 h; cells express a hypersensitive GLP-1R form; also: potency is read from the fitted curve at half-maximal effect; % of control where 0% means no effect
# Target sequence (P43220 whole entry, looked up): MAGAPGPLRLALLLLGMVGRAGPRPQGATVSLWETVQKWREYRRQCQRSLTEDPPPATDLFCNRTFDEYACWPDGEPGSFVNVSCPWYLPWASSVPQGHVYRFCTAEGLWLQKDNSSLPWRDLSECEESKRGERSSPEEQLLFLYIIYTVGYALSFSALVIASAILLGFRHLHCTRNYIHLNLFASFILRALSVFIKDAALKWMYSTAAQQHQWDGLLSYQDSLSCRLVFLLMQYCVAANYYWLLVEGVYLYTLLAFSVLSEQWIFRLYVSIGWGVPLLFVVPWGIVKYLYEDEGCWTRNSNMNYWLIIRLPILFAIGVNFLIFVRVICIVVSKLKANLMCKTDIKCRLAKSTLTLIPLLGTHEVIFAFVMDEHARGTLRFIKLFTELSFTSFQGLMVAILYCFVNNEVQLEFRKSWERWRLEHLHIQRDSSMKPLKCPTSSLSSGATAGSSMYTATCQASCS
# SW480 rerep – A quantitative high throughput screen for small molecules that induce DNA re-replication in SW480 colon adenocarcinoma cells. SW480 DNA re-replication, Hoechst DNA content imaging, 48 h. Potency, µM (highest dose often 46.1 µM), for inactives: at the highest dose re-replication activation, usual class: activators. 340,000 compounds, 1.8% hits. AID 624297, 2012; also: potency is read from the fitted curve at half-maximal effect; % of control where 0% means no effect; nearly all actives have a fitted effect of over 55% in size
#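 SW480 cells exposed to compounds for 48 hr at 37 C, 5% CO2, then Hoechst-stained 40 min. Nuclear DNA content imaged by fluorescence scanning (405 nm excitation, 500-530 nm emission); re-replication scored as increased high-intensity nuclei.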
# KB-3-1 tox – qHTS assay for MDR1-selective chemotherapeutics: Primary screen using the parental adenocarcinoma cell KB-3-1 | KB-3-1 viability, CellTiter-Glo ATP luminescence, 72 h | Potency, µM (highest dose often 46.1 µM), for the others: at the top dose activity change, negative = cytotoxic, most hits filed as cytotoxic | 400,000 compounds, 1.4% hits; also: potency is read from the fitted curve at half-maximal effect; % is scaled to controls: 0 for no effect and ±100 for the full control effect; nearly all actives have a fitted effect of over 60% in size
#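 Parental KB-3-1 viability, qHTS format: 72 h compound exposure, 37 °C; CellTiter-Glo; media-only wells and DMSO plates as controls; concentration-effect fits on corrected data.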
# HT1080 IDH1KD tx – qHTS for induction of synthetic lethality in tumor cells producing 2HG: qHTS for the HT-1080-IDH1KD cell line; HT-1080 IDH1 knockdown viability, ATP luminescence, 48 h; Potency, µM (doses to about 46.1 µM), for the others: at the top dose activity, negative = toxicity, usual class: cytotoxic; 360,000 compounds, 2% hits;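 also: potency is read from the fitted curve at half-maximal effect; 0% = DMSO wells and -100% = cell-free medium wells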
#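 HT-1080-IDH1KD cells (IDH1 knocked down), 750/well in RPMI with 5% FBS, treated with compound 48 h at 37 degrees C. Viability by CellTiter-Glo luminescence, normalised to DMSO and no-cell wells; concentration-response curves classed.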
# D3 antag – qHTS of D3 Dopamine Receptor Antagonist: qHTS | D(3) dopamine receptor (Homo sapiens), P35462 | D3R cells, DiscoveRx beta-arrestin luminescence, antagonist mode; stronger effect = lower value | max response, negative = inhibition, % | 360,000 compounds, 2.5% hits | AID 652054, 2013; in the data active = max response below about -50%; inconclusive = no clear call, values can overlap the other calls; also: % is scaled to controls: 0 for no effect and ±100 for the full control effect; mostly tested at two doses, the higher about 12 µM
#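 Cells expressing the human receptor were seeded at 1500 cells/well, incubated overnight at 37 degrees C in 5% CO2, then exposed to library compounds with dopamine controls for 90 minutes at 37 degrees C before luminescent detection.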
# HT1080-NT tox – qHTS for induction of synthetic lethality in tumor cells producing 2HG: qHTS for the HT-1080-NT fibrosarcoma cell line | AID 686970, 2013 | HT-1080-NT fibrosarcoma viability, CellTiter-Glo ATP luminescence, 48 h | 360,000 compounds, 1.6% hits | Potency, µM (series often up to 46.1 µM), inactives show top-dose activity, negative = less viability, most hits filed as cytotoxic;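 also: NT is the 2HG producing partner of a matched IDH1 knockdown line; potency is read from the fitted curve at half-maximal effect; 0% = DMSO-treated cells and -100% = media-only wells without cells; nearly all actives have a fitted effect of over 55% in size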
#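 Luminescent CellTiter-Glo readout after 48 hours of compound exposure at 37 degrees C defined viability of HT-1080-NT cells. Activity was normalized to DMSO wells and cell-free media wells; concentration-response curves were fitted and assigned curve classes.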
# IL-1B inflam inh – qHTS for Inhibitors of Inflammasome Signaling: IL-1-beta AlphaLISA Primary Screen | THP-1 LPS/ATP IL-1B secretion, AlphaLISA, 16 h; stronger effect = lower value | activity change, % at 57.5 µM | 360,000 compounds, 4.7% hits | AID 743279, 2014; in the data active = activity change below about -50%; inconclusive = mostly about -30% to -49%; also: % is scaled to controls: 0 for no effect and ±100 for the full control effect
#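 Secreted IL-1B measured by AlphaLISA bead assay after 16 h compound exposure of THP-1 cells; compounds (final up to 57.5 uM) added 1 h before LPS (250 ng/mL) and ATP (1.25 mM) stimulation; lower signal means less secretion.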
# * = called active by the depositor; ? = inconclusive; . = not tested or not shown; [ ] = another dose, or the depositor's remark. Unless noted, calls follow the shape of the dose curve; as a rule, active = well fitted curve in the direction sought with a large enough effect; inconclusive = small, poorly fitted or top-dose-only effect, or another doubt; inactive = no such curve, though single readings can be large; an effect the other way counts as inactive or inconclusive.
# The line under a structure holds: KB-3-1 tox	D3 antag	HT1080 IDH1KD tx	GLP1R ag	KB-V1 MDR tox	HT1080-NT tox	SW480 rerep	IL-1B inflam inh	DRD3 agonist
CCOc1cc(C)ccc1OCc1nnc(SCC(=O)c2cccc([N+](=O)[O-])c2)n1CC
→ -7.8%	-13.1	10.3%	-1.4%	-26.8%	0.0%	10.2%	-2.7	-1.1
COc1ccccc1OCC(=O)Nc1cc(C)ccc1NC(=O)c1ccco1
→ 7.1%	9.0	6.8%	-1.7%	-26.3%	0.0%	-2.3%	-13.8	-1.8
Cc1cc(C(=O)COc2ccc(C#N)cc2)c(C)n1CC1CCCO1 (stereo not drawn)
→ -9.4%	-6.3	-2.1%	14.7%	-7.7%	-12.5%	-11.4%	-5.7	-7.5
CC(C)(C)c1ccc(-c2nnc(SCC(=O)O)n2N)cc1
→ -3.3%	29.9	-5.7%	-13.4%	?	-2.8%	2.2%	0.0	-6.3
CCOc1ccc(C(=O)NCC(=O)N2CCCCCCC2)cc1
→ -3.1%	?	0.0%	3.7%	-3.9%	-9.8%	3.3%	-4.8	0.0
CCOn1c(=O)c(-c2ccc(C)cc2)[n+]([O-])c2ccccc21
→ -0.2%	13.6	19.3%	12.3%	-2.7%	10.0%	0.5%	8.2	2.5
O=C(NNC(=O)C1CC(=O)N(Cc2ccccc2)C1)c1ccc(Br)cc1 (stereo not drawn)
→ 8.4%	-5.9	3.1%	4.4%	14.4%	22.2%	-0.7%	-2.3	-0.6
CCOC(=O)c1cncc(C(=O)O)c1
→ -3.2%	20.2	12.7%	1.6%	-6.5%	7.0%	-4.0%	0.8	-0.6
COc1cc(CCCN2C(N)=NC[C@@H]2Cc2ccccc2)cc(OC)c1OC
→ 1.7%	6.8	9.3%	-0.9%	?	3.5%	-3.8%	4.9	-5.4
COc1cccc(/C=C2\SC(=O)N(CCC(=O)NC3CCS(=O)(=O)C3)C2=O)c1 (stereo not drawn)
→ 4.5%	-7.9	2.0%	-6.0%	?	?	2.1%	?	-0.4
COCCCNC(=O)C(=O)NC1CCCCCC1
→ 1.4%	0.1	0.9%	4.1%	0.0%	-0.8%	-1.0%	0.0	-2.5
CCc1nc(SCc2ccccn2)[nH]c(=O)c1C
→ 18.5%	4.0	-0.2%	5.2%	2.7%	12.8%	6.7%	11.4	3.7
CCCCOc1cc(=O)[nH]c(=O)[nH]1
→ 3.0%	3.9	12.5%	-8.5%	28.6%	25.1%	-3.3%	4.5	-10.2
COCCNC(=O)C(=O)NCCN1CCOCC1
→ 6.9%	14.4	13.6%	3.0%	10.8%	15.9%	5.2%	7.4	6.1
COC(=O)[C@H](C)NC(=O)Nc1ccc(OC)c(OC)c1
→ 21.2%	15.9	6.4%	-7.8%	-7.4%	13.5%	-3.3%	6.4	3.0

# Some entries already given, showing only GLP1R ag, D3 antag and SW480 rerep.
Molecule | GLP1R ag | D3 antag | SW480 rerep
CCOc1ccc(C(=O)NCC(=O)N2CCCCCCC2)cc1 | 3.7% | ? | 3.3%
CCOn1c(=O)c(-c2ccc(C)cc2)[n+]([O-])c2ccccc21 | 12.3% | 13.6 | 0.5%

# (more compounds)
# The line under a structure holds: KB-3-1 tox	D3 antag	HT1080 IDH1KD tx	GLP1R ag	KB-V1 MDR tox	HT1080-NT tox	SW480 rerep	IL-1B inflam inh	DRD3 agonist
Nc1nc(SCC(=O)Nc2ncc(C(F)(F)F)cc2Cl)n[nH]1
→ 0.0%	15.8	14.6%	-0.4%	7.3%	11.0%	-5.8%	-11.8	1.0
CC1CN(C(=O)/C=C/c2cccc([N+](=O)[O-])c2)CC(C)O1 (stereo not drawn)
→ 5.9%	10.5	3.1%	-3.0%	10.5%	12.0%	-5.9%	-0.2	-1.5
CCOc1ccc(NC(=O)CN(C)C(=O)C2CSC3(C)CCC(=O)N23)cc1OCC (stereo not drawn)
→ 20.1%	13.5	2.4%	-7.6%	?	10.5%	-2.0%	26.9	-1.0
CCN(CC)c1ccc(C2C(C(N)=O)=C(C)Nc3nc(SCc4ccccc4Cl)nn32)cc1 (stereo not drawn)
→ -2.8%	.	.	0.2%	?	.	.	.	-16.0
CCCn1c2ccc(F)cc2c2nnc(SCCN3CCOCC3)nc21
→ -1.3%	14.7	?	?	-19.8%	-16.0%	-3.1%	2.4	2.6
CCCSc1nc2sc3c(c2c(=O)n1-c1cccc(Br)c1)CC(C)(C)OC3
→ -5.9%	.	.	-1.5%	-22.2%	.	.	.	-7.7
CC(C)n1c(O)c(N=NC(=O)CNC(=O)c2cccnc2)c2ccccc21
→ ?	-8.6	-3.9%	5.7%	-10.9%	-1.8%	-10.8%	-1.8	-2.8
Cc1ccccc1C(=O)OC1OC(=O)C(Cl)=C1Nc1ccc(C(=O)O)cc1 (stereo not drawn)
→ -1.4%	-4.6	2.2%	0.0%	-1.5%	1.2%	-61.8%[inhibitor]	28.6	0.6
CCOC(=O)N1CCN(C(=O)/C=C/c2c(C)nn(-c3ccc(F)cc3)c2Cl)CC1
→ 2.6%	20.5	-0.3%	9.5%	?	6.7%	-58.9%[inhibitor]	0.0	14.9
C[C@H](CO)N1C[C@H](C)[C@@H](CN(C)CC2CC2)Oc2c(NC(=O)C3CC3)cccc2C1=O
→ -14.6%	-15.2	1.1%	0.2%	0.3%	1.4%	?	14.8	33.2*
C#Cc1ccc(CN2CCN(CCc3ccccc3)C(CCO)C2)cc1 (stereo not drawn)
→ -24.5%	-17.3	-7.2%	-0.5%	-20.0%	-4.7%	?	-3.5	-8.7
Cc1cc(NS(=O)(=O)c2ccc(NC(=O)COc3ccc(Br)cc3)cc2)nc(C)n1
→ ?	-20.0	0.0%	-2.0%	?	1.9%	?	23.6	0.1
Cc1ccccc1NC(=O)C(=Cc1ccc(C(=O)O)cc1)C(=O)Nc1ccccc1C
→ ?	8.4	4.61µM*	-1.9%	?	6.51µM*	?	-106.1*	-9.7
COC(=O)c1sc2nc(CN3CCOCC3)nc(N3CCOCC3)c2c1C
→ 22.5%	1.0	-1.6%	0.2%	0.2%	0.7%	-14.0%	0.0	0.5
CC(C)[C@H](NC(=O)[C@@H]1Cc2ccccc2CN1C(=O)OC(C)(C)C)C(=O)NCC1CCCO1 (stereo partly drawn)
→ -7.4%	0.7	14.3%	5.9%	-21.2%	6.1%	-8.3%	32.3	-21.1

# The line under a structure holds: KB-3-1 tox	D3 antag	HT1080 IDH1KD tx	GLP1R ag	KB-V1 MDR tox	HT1080-NT tox	SW480 rerep	IL-1B inflam inh	DRD3 agonist
CN(C(=O)CN1CCN(c2cc(-c3ccc(OCc4ccccc4)cc3)ncn2)CC1)c1ccccc1
→ -14.1%	49.0	?	-4.2%	?	?	.	8.5	15.8
CCOC(=O)CCP(=O)(O)C(O)(c1ccccc1)c1ccccc1
→ 2.1%	14.7	10.0%	-9.3%	3.3%	7.7%	-8.2%	15.0	7.5
COc1ccc(S(N)(=O)=O)cc1C(=O)NNC(=O)C1COc2ccccc2O1 (stereo not drawn)
→ 18.8%	23.1	-1.2%	0.4%	-6.5%	2.4%	-4.6%	19.7	4.8
Cc1[nH]c2ccccc2c1C(=O)C(=O)N1c2ccccc2CC1C (stereo not drawn)
→ ?	-0.3	-0.8%	1.0%	?	-7.9%	0.0%	-0.4	2.5
CC(=O)Cn1ncc(N(C)Cc2ccccc2)c(Cl)c1=O
→ -0.3%	2.6	3.3%	7.0%	1.8%	-0.1%	-2.8%	21.2	22.3
CC1(C(=O)NS(=O)(=O)C2CC2)CCCN(C(=O)CSc2ccccc2)C1 (stereo not drawn)
→ 0.0%	0.0	7.5%	-4.4%	3.1%	22.9%	.	10.6	-14.2
Cn1nnc(NC(=S)NC(=O)/C=C/c2ccco2)n1
→ 18.3%	-10.7	-1.8%	0.0%	17.6%	7.9%	-20.9%	16.9	-9.8
CCOc1ncccc1C(=O)OCC(=O)NCCc1ccc(S(N)(=O)=O)cc1
→ 25.0%	-5.8	-0.2%	-1.5%	-5.6%	5.0%	-5.1%	0.0	15.5
Cc1ccc2nc(SCC(=O)NC3CCCC3)nc(=O)n2c1
→ 3.4%	-11.9	0.4%	-4.6%	3.5%	2.1%	2.9%	6.1	-2.8
O=c1oc2ccccc2c(N2CCCC2)c1[N+](=O)[O-]
→ 17.9%	-17.1	-0.3%	0.1%	18.7%	13.4%	-24.1%	-4.2	-7.7
CC(C)CC(=O)Nc1nnc(SCC(=O)Nc2ccc3c(c2)OCO3)s1
→ 1.3%	-5.1	0.9%	-1.8%	-24.3%	-4.3%	-11.3%	10.8	0.6
CC(=O)c1ccc(OC(=O)c2ccc(Br)o2)cc1
→ -6.3%	4.7	-2.9%	-1.1%	23.1%	-0.8%	0.1%	-3.4	0.5
CC1(C)C(=O)OC(c2cccs2)C2(CCCCC2)C1=O (stereo not drawn)
→ 4.5%	13.2	-6.0%	-2.0%	7.8%	-3.1%	0.4%	10.5	3.2
c1ccc([C@H]2CNCCN2CCc2cccc3ccccc23)cc1
→ 0.0%	19.5	-27.4%	3.7%	0.0%	?	?	0.0	3.2
COc1ccc(S(=O)(=O)NC(C(=O)NCCc2ccccn2)C(C)C)cc1 (stereo not drawn)
→ -11.6%	7.6	16.7%	-8.7%	4.3%	21.5%	-5.3%	1.5	2.0
O=C(COC(=O)[C@@H]1CCCN1C(=O)c1cccs1)Nc1ccc(F)cc1[N+](=O)[O-]
→ -1.5%	12.0	15.8%	0.7%	4.0%	5.3%	-1.9%	10.9	1.8

# From PubChem BioAssay
